Platelet DG rel – platelet dense granule release activity; inhibition, %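 (compounds screened at 7.5 µM in platelet-rich plasma)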; human platelet-rich plasma, SFLLRN dense granule ATP release, luminescence; AID 1663; hit rate 0.22% among 300,000;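 active = mean replicate score, as percent of positive control, at or above 50; inconclusive = mean below 50 but at least one replicate at or above 50; inactive = mean and every replicate below 50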
aSyn 5UTR inh – 5' untranslated region of α-synuclein, MLPCN primary screen; alpha-synuclein 5'UTR reporter, inhibitor activity; inhibition, % (tested at 7.5 µM); hit rate 0.82% among 300,000; in the data active = inhibition above about 60%; inconclusive = no clear call, values can overlap the other calls;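 also: H4 neuroglioblastoma cells stably carrying SNCA 5'UTR luciferase fusion; 0% = DMSO wells and 100% = positive control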
HSP90 refold inh – inhibitors of HSP90 luciferase refolding in rabbit reticulocyte lysate; luciferase refolding luminescence, 3 h; inhibition, % at 5.6 µM; hit rate 0.91% among 290,000; AID 1789;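 active = inhibition above the screen-wide mean plus 3 SD, computed separately per campaign, cut at about 16% in these data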;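 also: 0% = DMSO wells and 100% = 60 µM geldanamycin wells; inhibitors lower the luminescence because luciferase stays unfolded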
GSK3beta inhib – blocks human GSK3beta kinase activity; P49841; GST-GSK3beta kinase, ADP-Glo luminescence, 60 min; active compounds read low; activity score (negative = inhibition), % at 10 µM; hit rate 0.038% among 300,000;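 active = more than half of replicate wells score below -50%, meaning over 50% inhibition versus plate controls; inconclusive = some replicates but at most half score below -50%; inactive = no replicate scores below -50%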;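 also: 0% = median DMSO wells and -100% = median GW8510 positive control wells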
Target sequence (P49841 whole entry, looked up): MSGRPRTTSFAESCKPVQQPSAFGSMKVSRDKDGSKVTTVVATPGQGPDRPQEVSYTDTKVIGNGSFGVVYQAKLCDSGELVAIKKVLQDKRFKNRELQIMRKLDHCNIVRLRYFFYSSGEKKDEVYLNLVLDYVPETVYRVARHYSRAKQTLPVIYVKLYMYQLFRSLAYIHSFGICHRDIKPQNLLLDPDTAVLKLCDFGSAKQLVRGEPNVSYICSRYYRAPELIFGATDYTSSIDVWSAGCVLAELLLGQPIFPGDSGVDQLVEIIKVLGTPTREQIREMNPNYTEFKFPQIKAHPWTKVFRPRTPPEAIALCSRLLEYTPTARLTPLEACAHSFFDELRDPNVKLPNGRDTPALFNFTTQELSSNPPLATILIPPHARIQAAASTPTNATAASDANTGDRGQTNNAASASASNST
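Test system: GST-tagged human GSK3beta kinase, cell-free; evaluation: activity score scaled between in-plate DMSO and GW8510 controls; measured by: ADP-Glo luminescence; incubation: 60 min reaction, RT; benchmarks: DMSO and 20 µM GW8510; reagent: peptide substrate plus 25 µM ATP (final); medium: Tris/MgCl2 kinase buffer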
IEC-6 cytotox – kills IEC-6 intestinal cells in KLF5 counter-screen | IEC-6 cytotoxicity, luminescence viability | inhibition, % at 5 µM | hit rate 0.78% among 290,000; in the data active = inhibition above about 22%;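 also: 0% = plate median of test compound wells and 100% = cytotoxic reference compound wells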
GSK3 alpha inh – human GSK-3 alpha kinase inhibition | P49840 | ADP-Glo luminescence, 60 min | inhibition, % at 10 µM | hit rate 0.1% among 320,000;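 in the data active = inhibition above about 50%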;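 also: GST-tagged GSK-3 alpha with peptide substrate and 25 µM ATP; 0% = DMSO neutral wells and 100% = GW8510 positive control wells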
Target sequence (P49840 whole entry, looked up): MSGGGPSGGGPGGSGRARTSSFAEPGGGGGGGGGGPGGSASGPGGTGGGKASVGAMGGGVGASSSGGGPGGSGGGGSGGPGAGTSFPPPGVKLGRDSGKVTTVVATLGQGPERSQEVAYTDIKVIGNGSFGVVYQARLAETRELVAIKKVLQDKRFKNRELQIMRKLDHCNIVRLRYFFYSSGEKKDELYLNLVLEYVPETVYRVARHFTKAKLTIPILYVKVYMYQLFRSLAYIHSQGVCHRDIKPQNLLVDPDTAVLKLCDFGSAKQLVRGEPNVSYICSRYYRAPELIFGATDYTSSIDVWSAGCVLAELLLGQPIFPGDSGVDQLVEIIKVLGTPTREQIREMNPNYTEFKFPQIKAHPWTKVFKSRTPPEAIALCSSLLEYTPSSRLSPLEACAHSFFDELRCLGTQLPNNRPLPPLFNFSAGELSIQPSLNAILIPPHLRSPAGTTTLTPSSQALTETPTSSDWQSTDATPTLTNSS
HSF1 inhib – HSF1 inhibition; NIH3T3-HGL HSE-luciferase, MG132-induced, luminescence 8 h; active compounds read low; activity change, negative = inhibition, % at 7.5 µM (by protocol); hit rate 0.77% among 300,000; AID 2098;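 active = more than half of replicate wells show activity change below -50%, luminescence cut by over half; inconclusive = some wells, but at most half, below -50%; inactive = no replicate well below -50%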;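 also: luciferase reports HSF-1 transcriptional activity via heat shock element; 0% = median of DMSO wells and -100% = zero luminescence signal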
HSF-1 act – increases HSF-1 driven luciferase reporter signal; NIH3T3-HGL HSF-1 luciferase reporter, MG132, 8 h; 100% = twice DMSO control signal; activation, % at 9 µM; hit rate 1.7% among 300,000;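 active = mean replicate activation of at least 50% with a set share of replicates each reaching 50%; inconclusive = only one of those two conditions met; inactive = mean below 50% and too few replicates reaching it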;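 also: 0% = median of the neutral control wells and 100% = twice that signal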
KLF5 inhibitor – suppresses KLF5 promoter-driven expression; hit rate 0.23% among 290,000; AID 1700; inhibition, % at 5 µM; DLD-1 KLF5 promoter-luciferase reporter, luminescence;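 active = inhibition above a per-plate limit of that plate's mean compound inhibition plus 3 SD, cut at about 60% in these data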;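 also: 0% = DMSO wells and 100% = LY294002 at 200 µM; higher means less KLF5 promoter-driven luciferase light; inactives centre near -14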
DYRK1A inh – Dyrk1A (rat) kinase inhibition. Q63470. ADP-Glo luminescence, NFATc1 peptide. inhibition, % at 12.5 µM. hit rate 0.43% among 310,000; in the data active = inhibition above about 50%;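 also: plate controls were vehicle with enzyme for no effect and no enzyme for full effect; many of its hits are not listed in these tables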
An asterisk follows results filed as active; ? = inconclusive; . = no result given.

entry | SMILES | DYRK1A inh | IEC-6 cytotox | KLF5 inhibitor | GSK3beta inhib | HSP90 refold inh | GSK3 alpha inh | Platelet DG rel | HSF-1 act | aSyn 5UTR inh | HSF1 inhib
1 | COc1ccc(C(=O)OC(C(=O)c2ccccc2)c2ccccc2)cc1 (centres undefined) | -2 | -1 | -7 | -1 | 3 | 4 | -1 | 4 | -16 | 5
2 | C[C@@H](C(=O)NCc1ccccn1)[C@@H]1C[C@@]1(C)[C@@H](NC(=O)OCc1ccccc1)c1ccccc1 | 5 | -5 | -36 | 2 | 0 | -4 | -4 | 10 | -11 | 8
3 | O=C(Nc1ccc(F)cc1)c1ccc(-n2cncn2)c([N+](=O)[O-])c1 | 3 | 2 | -16 | 0 | 6 | 0 | 4 | 4 | -26 | -3
4 | CCN(CC)c1ccc(CNc2ccc3c(c2)ncn3C(C)(C)C)cc1 | -1 | 0 | -59 | -3 | 0 | -2 | 2 | -11 | -31 | -2
5 | CCOC(=O)c1c(CN2CCN(C)CC2)n(-c2ccccc2)c2cc(Br)c(O)cc12 | -7 | -9 | 8 | 4 | 0 | -4 | 19 | -8 | -18 | 3
6 | Cc1ccc2c(c1)nnn2C1CCN(CC(=O)Nc2ccc(F)cc2)CC1 | -6 | 1 | -10 | -1 | 6 | 1 | -1 | -3 | 34 | 0
7 | Cn1cc(C(=O)c2ccc(Cl)cc2Cl)cc1C(=O)N/N=C(\N)COc1ccc(Cl)cc1Cl | -3 | 6 | 6 | -9 | 5 | -1 | 0 | -8 | 65* | 3
8 | O=C(Nc1ccc(N2CCOCC2)cc1)C1CC(O)CN1S(=O)(=O)c1ccc(Cl)cc1 (centres undefined) | . | -5 | -20 | -4 | -2 | 2 | -13 | -13 | -10 | -1
9 | CC(Sc1nncn1C)C(=O)Nc1nnc(-c2ccccc2)s1 (centres undefined) | -4 | 6 | -127 | 0 | 0 | -2 | 0 | 31 | -83 | 9
10 | CC1CCCCN1C(=O)Cn1cnc2cc([N+](=O)[O-])ccc2c1=O (centres undefined) | 3 | 9 | -5 | 1 | 4 | -3 | -4 | 0 | 2 | -1
11 | CCCCN(C(=O)NC(=O)Nc1ccccc1OCC)S(C)(=O)=O | -8 | 8 | 7 | -1 | 1 | -1 | -3 | -11 | -28 | -2
12 | Cc1nnc(CN(C)Cc2cn[nH]c2-c2ccc(-c3ccccc3)cc2)o1 | . | -4 | -68 | -2 | 0 | -1 | 4 | 3 | -29 | -5
13 | CC(C)(CO)N=C1NS(=O)(=O)c2cc([N+](=O)[O-])ccc21 | -3 | -3 | 9 | 0 | -4 | -6 | 11 | -16 | 2 | -1
14 | O=[N+]([O-])c1ccc(/C=N/NS(=O)(=O)c2ccc(Cl)cc2)o1 | -5 | -7 | -24 | . | -4 | -1 | . | . | . | .
15 | CCn1c(COc2cccc(C)c2)nnc1SCC(=O)NC1CCCC1 | 4 | 3 | -5 | -1 | 0 | -1 | 1 | -8 | -3 | -1
16 | NC(=S)N/N=C/c1cn(CCC(=O)O)nc1-c1cccc(Br)c1 | -1 | -1 | -5 | -3 | -1 | 1 | 4 | 8 | -4 | -4
17 | CCCC(=O)NC(=S)c1c(C)n(C)n(-c2ccccc2)c1=O | -3 | 3 | -5 | 1 | -3 | -6 | 1 | -10 | 11 | -9
18 | CCc1ccc2[nH]cc(C(=O)N3CCCCCC3)c(=O)c2c1 | 3 | 0 | -2 | 2 | 0 | 1 | 9 | -4 | -7 | -2
19 | COc1ccc(OC)c(C(c2nnnn2Cc2ccccc2)N2CCN(C3CCCCC3)CC2)c1 (centres undefined) | -1 | 4 | 3 | -1 | 3 | 2 | 10 | 10 | 8 | -3
20 | COc1ccc(-n2ccnc2SCC(=O)NO)cc1 | -2 | 6 | 10 | -1 | -6 | . | 6 | -2 | -6 | -3

Results in GSK3beta inhib, HSF1 inhib and aSyn 5UTR inh, for 3 of the compounds above:
| entry | SMILES | GSK3beta inhib | HSF1 inhib | aSyn 5UTR inh |
| --- | --- | --- | --- | --- |
| 6 | Cc1ccc2c(c1)nnn2C1CCN(CC(=O)Nc2ccc(F)cc2)CC1 | -1 | 0 | 34 |
| 5 | CCOC(=O)c1c(CN2CCN(C)CC2)n(-c2ccccc2)c2cc(Br)c(O)cc12 | 4 | 3 | -18 |
| 8 | O=C(Nc1ccc(N2CCOCC2)cc1)C1CC(O)CN1S(=O)(=O)c1ccc(Cl)cc1 (centres undefined) | -4 | -1 | -10 |

Carrying on:
entry | SMILES | DYRK1A inh | IEC-6 cytotox | KLF5 inhibitor | GSK3beta inhib | HSP90 refold inh | GSK3 alpha inh | Platelet DG rel | HSF-1 act | aSyn 5UTR inh | HSF1 inhib
21 | CC(C)C(=O)Nc1ccc(C(=O)N/N=C/C2CC3C=CC2C3)cc1 (centres undefined) | 3 | 6 | -5 | 3 | -1 | 1 | 9 | 0 | 5 | 6
22 | CCc1ccc2oc(=O)cc(CN3CCN(Cc4ccccc4)CC3)c2c1 | 5 | -1 | 0 | 1 | 1 | -2 | -4 | 8 | 18 | 1
23 | CNCCOc1ccccc1C(C)(C)C | 2 | -3 | -13 | 1 | 0 | . | 6 | 2 | -25 | -14
24 | O=C(NNS(=O)(=O)c1ccc([N+](=O)[O-])cc1)c1ccc([N+](=O)[O-])cc1 | -5 | -5 | -16 | -3 | -2 | -1 | 23 | 8 | -10 | 2
25 | O=C(CCc1c[nH]c2ccccc12)NCc1ccco1 | -3 | 0 | -14 | 3 | -1 | -2 | -1 | -9 | 8 | 2
26 | CCC1Oc2ccccc2N(CC(=O)NCCCN2CCN(Cc3ccccc3)CC2)C1=O (centres undefined) | -3 | -1 | -12 | 7 | 0 | -2 | 3 | 0 | 17 | -3
27 | O=S(=O)(NCC1CCN(S(=O)(=O)c2ccccc2)CC1)c1ccccc1 | -9 | -1 | -9 | 0 | 0 | -1 | 2 | -60 | 3 | ?
28 | c1ccn(-c2ncnc3sc4c(c23)CCCC4)c1 | 2 | -4 | 3 | . | 2 | 5 | . | . | . | .
29 | NC(=O)C1CCN(c2oc(/C=C/c3ccc(F)cc3)nc2S(=O)(=O)c2ccccc2)CC1 | 13 | -3 | 6 | 2 | 1 | -3 | 0 | 5 | 48 | 1
30 | CC(=O)Nc1cccc(C(=O)/C=C/c2ccc(F)cc2)c1 | 2 | 3 | -2 | 1 | 0 | 3 | 2 | 31 | -103 | 28
31 | Cc1c(CN2CCC(CO)(CCOc3ccccc3)CC2)[nH]c2c(Cl)cccc12 | -2 | -3 | 5 | 1 | 4 | 1 | 1 | 5 | -2 | 4
32 | Cc1nc2ccccc2cc1C(=O)O | 3 | -2 | -15 | 0 | 3 | 1 | 2 | -6 | -9 | -9
33 | O=[N+]([O-])c1ccc(OCCO)c(P(=O)(c2ccccc2)c2ccccc2)c1 | -10 | -2 | 14 | 2 | 6 | -1 | -7 | 5 | 4 | 1
34 | O=S(=O)(c1ccccc1F)N1CCCc2ccccc21 | -4 | 5 | 7 | 2 | 1 | -2 | 0 | -5 | 18 | 3
35 | OCC[C@@H]1C[C@@H](O)[C@H](O)[C@@]2(OCc3ccccc32)O1 | 7 | -3 | -1 | -1 | -2 | -1 | -11 | 18 | -12 | 1
36 | CCc1ccccc1N(CC(=O)N1CCCCC1)S(=O)(=O)c1ccccc1 | -6 | -2 | -34 | 1 | -3 | 0 | 2 | -5 | 1 | -4
37 | O=C(CCNC(=O)c1ccco1)Nc1ccc(Cl)cc1F | -2 | -2 | -10 | . | 3 | 1 | 4 | 0 | 2 | -1
38 | Cc1occc1C(=O)N1CCCC(CO)(Cc2ccc(F)cc2F)C1 (centres undefined) | 4 | -3 | 1 | 3 | 0 | -1 | 4 | 5 | -11 | 2
39 | COc1ccc(CNC(=O)c2[nH]c(C)c(C(C)=O)c2C)cc1 | -1 | -11 | -25 | 0 | -5 | -1 | -2 | 0 | 5 | -4
40 | COC(=O)c1ccc(N2C(=O)c3ccc(OC)c(OC)c3C2=O)cc1 | 0 | -12 | -17 | 5 | -1 | -2 | 2 | 3 | -7 | 3
41 | CN1C(=S)SC(N(O)C=C2C=CC(=O)C=C2)C1(C)C (centres undefined) | 1 | -5 | -20 | 2 | -2 | 1 | 33 | -2 | 25 | -7
42 | O=C(COc1ccc(C(=O)c2ccccc2)cc1)NC1CCCCCC1 | -7 | 2 | -14 | 2 | 0 | -4 | -38 | -12 | 12 | -2
43 | O=C(Cn1nnc(-c2ccccc2NC(=O)c2cccs2)n1)Nc1ccccc1 | 2 | -5 | -8 | -2 | 0 | 3 | -3 | 0 | 0 | 7
44 | COc1cc([N+](=O)[O-])ccc1NC(=O)Nc1cccnc1 | . | 2 | -18 | -4 | 0 | -2 | -16 | 6 | -26 | 1
45 | O=C(N/N=C/c1ccc2ncccc2c1)c1cccc([N+](=O)[O-])c1 | 1 | -4 | -32 | 0 | 2 | -1 | 3 | -1 | -20 | -10
46 | Cc1[nH]c(=O)[nH]c(=O)c1/C=N/NC(=O)[C@H](CC(C)C)NC(=O)OC(C)(C)C | -5 | 4 | -13 | 0 | 3 | . | 11 | -3 | 6 | 2
47 | Cc1cc(NC(=O)CCc2ccc(C)o2)no1 | 6 | 8 | 5 | 3 | 8 | 0 | 4 | -11 | 4 | -3
48 | CC(C)[C@H](NC(=O)c1cccc(S(=O)(=O)N2CCOCC2)c1)C(=O)Nc1nc2ccccc2s1 | 4 | -8 | -23 | -2 | 0 | -3 | 13 | 9 | -72 | 20
49 | CN(C)CCCn1c(SCCN2C(=O)c3ccccc3C2=O)nc2ccccc2c1=O | . | 1 | -15 | -2 | -1 | 2 | -2 | -5 | 9 | -5
50 | N/C(COc1cccc(Cl)c1)=N\O | -4 | -1 | -24 | 0 | 0 | 0 | 2 | 2 | 20 | 5
51 | Cc1cc(C)cc(NS(=O)(=O)c2ccc3c(c2)c(=O)n(C)c(=O)n3C)c1 | -2 | 35* | 33 | -22 | 3 | -4 | 1 | -8 | ? | -10
52 | CCc1ccccc1N1C(=O)CN(Cc2cc(OC)c(OC)c(OC)c2)C1=S | -6 | 3 | -20 | -3 | 0 | 3 | -3 | 25 | 21 | 5
53 | Cc1ccc(S(=O)(=O)N2CCN(C(=O)Cn3nc(C(=O)O)c4ccccc4c3=O)CC2)cc1 | . | 0 | 1 | -1 | -1 | . | 19 | -9 | -5 | 0
54 | CCO[C@@H]1OC(C(=O)N2CCN(Cc3ccc4c(c3)OCO4)CC2)=C[C@H](c2ccc(C(F)(F)F)cc2)[C@H]1CCCO | 2 | 2 | -22 | -2 | 24* | . | -13 | -16 | 14 | -2
55 | CCOc1ccc(S(=O)(=O)N2CC(=O)Nc3ccccc32)cc1C#N | -3 | 4 | -5 | -1 | 1 | -2 | -3 | -2 | 16 | 4
56 | CC(C)CNC(=O)C1Nc2ccc(C(F)(F)F)cc2C2C=CCC12 (centres undefined) | -1 | . | . | 5 | . | -1 | -1 | -40 | -25 | -22

Source: PubChem BioAssay

Not all compounds are listed; the hit share may differ from the screen's.
